Screening results deposited in PubChem by The Scripps Research Institute Molecular Screening Center.
SARS 3CLpro inh – SARS-CoV 3CLpro protease inhibition; P0C6X7; recombinant SARS-CoV 3CLpro, quenched FRET peptide cleavage; inhibition, % at 6 µM; 290,000 compounds, 0.14% hits; in the data active = inhibition above about 12%
PrPC surface inh – reduces human prion protein on the cell surface | 370,000 compounds, 0.43% hits | inhibition, % at 13.8 µM | P04156 | cell surface PrPC, TR-FRET read-out; in the data active = inhibition above about 24%; also: 0% = median of the test wells and 100% = reference compound wells
The depositor's hits bear a star; / = no result given.

SMILES	SARS 3CLpro inh	PrPC surface inh
CC(C)C[C@H]1COc2cc(Br)ccc2S(=O)(=O)N1Cc1cn(Cc2ccc(Br)cc2)nn1	/	7
C#CCOCCOCCOCCNc1nc(N2CCN(C(=O)[C@H]([C@@H](C)CC)n3cc(CCCCN)nn3)CC2)nc(N2CCN(C(=O)[C@H](Cc3ccc(O)cc3)n3cc(CCO)nn3)CC2)n1	/	5
S=C(Nc1ccccc1Cl)OCCN1CCCC12CCC(c1ccccc1)CC2 (stereo not given)	/	-9
COC(=O)[C@]12C[C@H](CC(=O)NCc3ccccc3)C(=O)N(Cc3ccco3)C1=C[C@H](COCc1ccccc1)O[C@@H]2C	/	-3
O=C(CN1C(=O)C2CCCCN2C(=O)c2ccccc21)N1CCCC1 (stereo not given)	/	-7
COC(=O)C1CN(CCc2ccccc2)CCS(=O)(=O)N1Cc1ccccc1F (stereo not given)	/	14
COC(=O)C1CN(Cc2cn(Cc3ccccc3)nn2)CCS(=O)(=O)N1Cc1ccccc1 (stereo not given)	/	0
COc1ccc(CCN(Cc2cccs2)S(=O)(=O)c2ccc(C)c(C)c2)cc1OC	/	2
FC(F)(F)c1cc(CNC2CCC23CCC(c2ccccc2)CC3)ccc1Cl (stereo not given)	/	-6
COc1ccnc(C(=O)N2CCC(Oc3cccnc3)CC2)c1	/	0
CC(C)(C)c1ccc(S(=O)(=O)N2CCCC2C(=O)N2CCc3ccccc3C2)cc1 (stereo not given)	/	10
Cc1csc(NC(=O)c2ccc(COc3ccc(Cl)c(Cl)c3)o2)n1	/	6
CC[C@H](CCCc1ccc(F)cc1)CN(Cc1ccc(OC)cc1)S(=O)(=O)c1ccc(C)cc1	/	1
Clc1ccc([C@H]2OC[C@@]3(CNCCN4CCOCC4)CS[C@H](c4ccc(Cl)cc4)N23)cc1	/	3
CC(C)C[C@H]1COc2cccc(F)c2S(=O)(=O)N1Cc1cn(Cc2ccc(Cl)cc2)nn1	/	3
O=S(=O)(c1ccccc1F)N1CCC(c2nc3ccccc3o2)CC1	/	-1
C=CS(=O)(=O)N(Cc1nnn(Cc2ccccc2)c1Br)[C@H](C(=O)OC)C(C)C	/	5
C#CC1(O)C2C=C(OC)C(=O)C1C(c1ccccc1)C2C (stereo not given)	/	-9
COC(=O)C[C@@H]1CC[C@H]2[C@@H](COc3ccc(NC(=O)c4ccc(Cl)cc4)cc3C(=O)N2C)O1	/	-3
Cc1ccc(S(=O)(=O)N2OC(c3ccccc3)C[C@H]2CC=C(c2ccccc2)c2ccccc2)cc1 (stereo not given in full)	/	6
O=C(c1ccccc1C(F)(F)F)N1CCC(Oc2cccnc2)CC1	/	9
COc1cccc(C2c3c(ncn(-c4ccccc4)c3=N)Oc3ccc4ccccc4c32)c1 (stereo not given)	/	8
O=C(NC1CCCC1)c1ccc(COc2ccccc2)o1	/	-1
O=C(NN=Cc1ccccc1C(F)(F)F)c1cc(-c2ccc(Cl)cc2)n[nH]1	/	-1
CCC(=O)OCCCN1CCC2(CCC(c3ccccc3)CC2)C1=O (stereo not given)	/	-6
O=C(Cn1c(-c2cncs2)nc2ccccc21)NC1CCCCC1	/	5
COc1ccc(CN2CCC(CNC(=O)Nc3ccccc3)CC2)cc1	/	-5
COc1ccc(S[C@]2(C(=O)N(C)C)CC(=O)N(C(=O)CCc3ccccc3)[C@@H]2c2ccc(OC)cc2)cc1	/	16
CC(C)CN(CC(C)C)C(=O)CSc1nc2cccnc2n1C	/	1
CCC[C@H]1[C@@H](NCc2ccccc2)CC[C@@]23CCCN2C(=O)CCC[C@@H]13	/	8
O=C(NCC1COCCO1)C1CCN(S(=O)(=O)c2ccc(Br)s2)CC1 (stereo not given)	/	-2
Cc1nc(CNc2ncnc3ccc(-c4ccc5c(c4)OCO5)cc23)cs1	/	0
CC(=O)OC12CCCN(C1)/C(=C/c1ccncc1)C2 (stereo not given)	/	5
C[C@@H]1C[C@H]2[C@@H](C)C(=O)N3[C@H](c4ccccc4)[C@H](C)C[C@H]3[C@@H](C)C(=O)N2[C@@H]1c1ccccc1	/	-8
Cc1ccc(-c2nnc(SCC(=O)Nc3ccc(Oc4ccccc4)cc3)n2Cc2ccco2)cc1	/	-4
COc1ccc(OC)c(S(=O)(=O)N2CCC(C(=O)N3CCN(C4CCCCC4)CC3)CC2)c1	/	-1
CCOc1ccc(C(=O)CSc2nnc(SCc3ccc(Cl)cc3)s2)cc1	/	-6
Cc1ccc(-n2c(SCC(=O)Nc3ccc(S(=O)(=O)Nc4cc(C)nc(C)n4)cc3)nnc2-c2ccc(C(C)(C)C)cc2)cc1	/	0
O=C(c1ccccc1I)N1CCC(Oc2cccnc2)CC1	/	3
CCCCNS(=O)(=O)/C=C/c1cc2c(cc1CNC(=O)OC(C)(C)C)OCO2	/	0

14 neighbouring records from above, for reference:
SMILES	SARS 3CLpro inh	PrPC surface inh
O=C(c1ccccc1C(F)(F)F)N1CCC(Oc2cccnc2)CC1	/	9
COc1cccc(C2c3c(ncn(-c4ccccc4)c3=N)Oc3ccc4ccccc4c32)c1 (stereo not given)	/	8
O=C(NC1CCCC1)c1ccc(COc2ccccc2)o1	/	-1
O=C(NN=Cc1ccccc1C(F)(F)F)c1cc(-c2ccc(Cl)cc2)n[nH]1	/	-1
CCC(=O)OCCCN1CCC2(CCC(c3ccccc3)CC2)C1=O (stereo not given)	/	-6
O=C(Cn1c(-c2cncs2)nc2ccccc21)NC1CCCCC1	/	5
COc1ccc(CN2CCC(CNC(=O)Nc3ccccc3)CC2)cc1	/	-5
COc1ccc(S[C@]2(C(=O)N(C)C)CC(=O)N(C(=O)CCc3ccccc3)[C@@H]2c2ccc(OC)cc2)cc1	/	16
CC(C)CN(CC(C)C)C(=O)CSc1nc2cccnc2n1C	/	1
CCC[C@H]1[C@@H](NCc2ccccc2)CC[C@@]23CCCN2C(=O)CCC[C@@H]13	/	8
O=C(NCC1COCCO1)C1CCN(S(=O)(=O)c2ccc(Br)s2)CC1 (stereo not given)	/	-2
Cc1nc(CNc2ncnc3ccc(-c4ccc5c(c4)OCO5)cc23)cs1	/	0
CC(=O)OC12CCCN(C1)/C(=C/c1ccncc1)C2 (stereo not given)	/	5
C[C@@H]1C[C@H]2[C@@H](C)C(=O)N3[C@H](c4ccccc4)[C@H](C)C[C@H]3[C@@H](C)C(=O)N2[C@@H]1c1ccccc1	/	-8

(cont.)
SMILES	SARS 3CLpro inh	PrPC surface inh
COc1ccc(OC)c(CN2C(=O)CCCCC2(C)c2nnnn2C2CCCC2)c1 (stereo not given)	/	-2
O=C(NCc1ccc(Cl)cc1)C1CCCN(c2ncccn2)C1 (stereo not given)	/	-10
N#Cc1ccccc1OC[C@@H](O)CN1CCC(C(O)(c2ccccc2)c2ccccc2)CC1	/	-16
COc1ccc(-c2cc(-c3nnc(SCc4ccc([N+](=O)[O-])cc4)n3N)[nH]n2)cc1	/	0
O=C(Cc1ccccc1F)Nc1nnc(-c2cccnc2)s1	/	-2
CSCCCNC(=O)Cn1nc(Cc2ccncc2)c2ccccc2c1=O	/	-10
CCOC(=O)[C@]12CCCCC/C=C\1N(Cc1ccc(OC)cc1)C(=O)[C@H]2CC(=O)NCC12CC3CC(CC(C3)C1)C2	/	-5
CCc1ccccc1NC(=O)CSc1nnc(-c2cccs2)o1	/	-2
CCOC(=O)[C@]12CCCC3=C1N(CCC3)C(=O)[C@@H](CC(=O)NCCCN1CCCC1=O)C2	/	5
Cc1cc(N2CCN(C(=O)Oc3ccc(-c4ccccc4)cn3)CC2)c2ccccc2n1	/	20
CC(C)CN1C(=O)[C@@]2(CC(=O)N(C)C2c2ccccc2)c2cc(-n3cc(CO)nn3)ccc21 (stereo not given in full)	/	-8
C=C(C)C#CCNCc1ccccc1	/	-4
Brc1ccc(-c2csc(N3CCC(c4nn[nH]n4)CC3)n2)cc1	/	10
O=C1CCC2(CCC(c3ccccc3)CC2)N1CCCO (stereo not given)	/	-1
O=C(NCC(c1ccccc1)c1ccccc1)[C@H](Cc1c[nH]c2ccccc12)NC1(C(=O)NC2CCCCC2)CCN(Cc2ccccc2)CC1	/	-8
Cc1ccccc1CN1CCCCC(NC(=O)c2ccccc2)C1=O (stereo not given)	/	-13
COc1ccc(C2C(C(=O)Nc3ccc(F)cc3F)CCC(=O)N2c2ccc(OC)cc2)cc1 (stereo not given)	/	-7
CCCC(=O)OC12CCCN(C1)/C(=C/c1cccc(OC)c1)C2 (stereo not given)	/	5
CC(C)N(Cc1cn(Cc2ccccc2)nn1)S(=O)(=O)c1ccc(F)cc1Br	/	9
COc1ccc2c(c1)CN1CN(CCc3ccccc3)S(=O)(=O)CC21 (stereo not given)	/	8
NC(=O)c1ccccc1-c1noc(-c2ccccc2F)n1	/	-4
CCC(NC(=O)c1ccc2c(ccn2Cc2cccc(-c3ccc(C(=O)O)cc3)c2)c1)c1ccccc1 (stereo not given)	/	-2
COc1cc(NC(=O)C2CCCN(S(=O)(=O)c3ccc(Cl)s3)C2)cc(OC)c1 (stereo not given)	/	5
c1ccc(-c2nn(Cc3ncco3)c3ccccc23)cc1	/	9
CCOc1ccc(N(CC(=O)Nc2c(C)n(C)n(-c3ccccc3)c2=O)S(=O)(=O)c2ccc(C)c(C)c2)cc1	/	-3
CCN(CC)C(=O)CC[C@H]1CC[C@]2(CCCN(Cc3nccs3)C2)O1	/	-4
COC(=O)[C@]1(C)CN(C(=O)OC(C)(C)C)C2=C1C(=O)C[C@@](C)(C(=O)OC(C)(C)C)C2	/	1
C[N+]1=C(N)NC2=C3CCCCC3ONC2C1 (stereo not given)	/	0
COc1ccc(COC[C@H](C)N2C[C@@H](C)[C@H](CN(C)S(=O)(=O)c3ccc(F)cc3)OCCCC[C@H](C)Oc3ccc(NC(=O)Nc4ccccc4)cc3C2=O)cc1	/	-4
COC(=O)[C@H](CC(C)C)N(Cc1cn(Cc2ccc(C)cc2)nn1)S(=O)(=O)c1ccccc1Br	/	-5
O=C(CCCl)NC1CCCCN(Cc2ccc(OC(F)(F)F)cc2)C1=O (stereo not given)	/	12
CNS(=O)(=O)/C=C/c1ccccc1CCNC(=O)OC(C)(C)C	/	19
CC(C)C(=O)N1CC[C@H]2[C@H](CCCN2Cc2cc(F)cc(F)c2)C1	/	0
O=S1(=O)c2ccc(N3CCCC3)cc2Oc2ccccc2CN1Cc1cn(Cc2ccc(F)cc2)nn1	/	-2
C=CCN1C(=O)[C@@H](CC(=O)N2CCCCC2)[C@]2(C(=O)OCC)CCCCC/C=C/12	/	5
CC(=O)CC[C@H]1CC[C@]2(CCCN(C(=O)c3ccno3)C2)O1	/	8
COc1ccc(/C(C)=N\NC(=O)c2ccco2)cc1	/	-3
Cc1ccc(-n2c(COc3ccccc3)nnc2SCC(=O)Nc2ccccc2-c2ccccc2)cc1	/	0
COc1ccc(CNCC#Cc2ccc(C(F)(F)F)cc2)c(OC)c1	/	0
COC(=O)[C@H](CC1(c2cn(S(=O)(=O)CC[Si](C)(C)C)c3ccccc23)C(=O)Nc2ccccc21)NC(=O)OC(C)(C)C (stereo not given in full)	/	47*
CCN(C[C@H]1[C@@H](c2ccc(C3=CCCC3)cc2)[C@H](CO)N1C(=O)c1cccnc1)S(=O)(=O)c1ccccc1[N+](=O)[O-]	/	-4
CC(C)n1nnnc1C1c2ccccc2OCC(=O)N1Cc1cccc(C(F)(F)F)c1 (stereo not given)	/	-8
Cc1ccc(-n2c(SCC(=O)Nc3ccc(S(=O)(=O)Nc4cc(C)nc(C)n4)cc3)nnc2-c2cccs2)cc1	/	-3
CN(C)c1cccc(-c2cnc(N3CCC(C(N)=O)CC3)s2)c1	/	4
COc1ccc(-n2c(SCC(=O)Nc3cc(C)c(NC(=O)c4ccccc4)cc3OC)nnc2-c2ccco2)cc1	/	2
CCCCCN1CCCCC(NC(=O)c2c(F)cccc2F)C1=O (stereo not given)	/	7
CCCCCN1CCCCC(NC(=O)c2ccc(F)c(F)c2)C1=O (stereo not given)	/	-4
CN(Cc1ccccc1)C(=O)OCc1cn(Cc2c(F)cccc2F)nn1	/	4
COC(=O)[C@]12C[C@H](CC(=O)NCc3cccc(C(F)(F)F)c3)C(=O)N(Cc3ccco3)C1=C[C@H](C(C)C)O[C@@H]2C1CC1	/	4
Cc1ccc(-n2c(SCC(=O)c3ccc(F)cc3)nnc2-c2cnccn2)cc1	/	4
Fc1ccccc1-c1n[nH]c(=S)n1N=Cc1ccc(-c2ccccc2)cc1	/	8
O=C(NCc1c(F)cccc1F)C1CCC(CNS(=O)(=O)c2cccc3cccnc23)CC1 (stereo not given)	/	6
O=C(Nc1ccc(F)cc1)OCc1cn(Cc2cccc(Cl)c2)nn1	/	9
C=CCN1[C@H](Cc2ccccc2)COc2cccc(N3CCCC3)c2S1(=O)=O	/	8
N#Cc1cccc(NC(=O)OC2CC3CC2[C@H]2CCCCN2C3)c1 (stereo not given in full)	/	5
O=C(CCn1nnc2ccccc21)N1CCN(c2cccc(C(F)(F)F)c2)CC1	/	3
C[C@H]1C2CC(OC(=O)Nc3cccc(C(F)(F)F)c3)C(C2)[C@H]2CCCCN21 (stereo not given in full)	/	-11
COC(=O)[C@]12C[C@H](CC(=O)NCCCCc3ccccc3)C(=O)N(Cc3ccco3)C1=C[C@H](COCc1ccccc1)O[C@@H]2C	/	-7
O=C(Cc1ccc(Cl)c(Cl)c1)Nc1ccc(S(=O)(=O)Nc2ccon2)cc1	/	0
O=[N+]([O-])c1ccc(S(=O)(=O)Nc2ccc(-c3csc(-c4ccccc4)n3)cc2)cc1	9	2
COc1ccc(NC(=O)CN2CCC3(O)CCCCC3C2c2ccccc2OC)cc1 (stereo not given)	-4	-1
CCCCCCc1cc2cc(-c3nnc(-c4cccc(OC)c4)o3)c(=O)oc2cc1O	-3	1
COc1cc(/C=C/C(=O)Nc2ccccc2C(F)(F)F)cc(OC)c1OC	5	-9

A portion of the library; the hit share may differ from the screen's.
